# 3T3 cytotox: kills NIH 3T3 cells | Potency, µM (series often up to 96.7 µM), for the others: top-dose activity change, negative = cytotoxicity, most hits filed as inhibitors | AID 1345082 | NIH 3T3 viability, CellTiter-Glo ATP luminescence, 48-72 h | 4.3% of 94,000 active; further: potency means the concentration at half of the fitted maximal effect; nearly all actives have a fitted effect of over 55% in size
#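 Luminescent ATP readout (CellTiter-Glo, 10 min RT) after 48 or 72 hr compound exposure of NIH 3T3 cells seeded at 400 cells/well in 1536-well format; quantitative HTS.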
# HEK cytotox: kills HEK 293 cells; HEK 293 viability, ATP luminescence (CellTiter-Glo), 48-72 h; Potency, µM (doses to about 115 µM), without a hit: at the top dose activity change, negative = cytotoxicity, actives largely listed as inhibitors; 6.6% of 94,000 active; AID 1345083; further: potency means the concentration at half of the fitted maximal effect; nearly all actives have a fitted effect of over 60% in size
#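 ATP-coupled CellTiter-Glo luminescence served as viability read-out, recorded 10 min after reagent addition at room temperature. HEK 293 cells, 250 cells/well, had been incubated with pintool-transferred compound for 48 or 72 hr at 37 degree Celsius.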
# SNCA expr inh: reduces expression of the alpha-synuclein gene. HEK-293 SNCA-luciferase knock-in, luminescence, 24 h. Potency, µM (series often up to 57.2 µM), for inactives: at the top dose activity change, negative = inhibition, usual class: inhibitors. 0.17% of 140,000 active. AID 1671194;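 further: potency means the concentration at half of the fitted maximal effect; plate controls were DMSO cells for no effect and cell-free wells for full effect; nearly all actives have a fitted effect of over 45% in size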
# Luciferase inh: inhibitors of firefly (Photinus pyralis) luciferase | 2.5% of 76,000 active | P08659 | purified P. pyralis luciferase, luminescence, biochemical | Potency, µM (titrated, usually from 115 µM), for the others: top-dose activity change, negative = inhibition, hits mostly inhibitors | AID 1347043; further: potency means the concentration at half of the fitted maximal effect; nearly all actives have a fitted effect of over 65% in size
# Target sequence (P08659 whole entry, looked up): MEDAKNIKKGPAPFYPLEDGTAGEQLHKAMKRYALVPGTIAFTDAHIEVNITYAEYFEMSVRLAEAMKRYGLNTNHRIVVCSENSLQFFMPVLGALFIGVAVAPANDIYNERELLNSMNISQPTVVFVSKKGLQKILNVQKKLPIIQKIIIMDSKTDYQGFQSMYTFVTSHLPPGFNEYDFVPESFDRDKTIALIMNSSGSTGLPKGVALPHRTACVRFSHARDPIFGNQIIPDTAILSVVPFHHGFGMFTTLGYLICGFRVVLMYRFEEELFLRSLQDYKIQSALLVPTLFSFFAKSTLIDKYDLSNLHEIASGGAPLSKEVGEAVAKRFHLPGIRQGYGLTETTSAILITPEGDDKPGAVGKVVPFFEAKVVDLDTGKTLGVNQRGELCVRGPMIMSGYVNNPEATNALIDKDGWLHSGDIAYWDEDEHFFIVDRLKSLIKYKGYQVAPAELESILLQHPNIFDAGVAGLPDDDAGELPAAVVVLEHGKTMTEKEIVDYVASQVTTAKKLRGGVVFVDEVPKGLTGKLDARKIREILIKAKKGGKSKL
#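 Inhibitors were tested against purified firefly luciferase in a biochemical, low-substrate format (both substrates at 10uM) and luminescence measured with a CCD imager.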
# IP6K1 inhibitor: IP6K1 kinase inhibition; activity change, % (series mostly up to about 58 µM); IP6K1 kinase, ADP-Glo luminescence, 2 h; active compounds read low; AID 1645851; 0.81% of 140,000 active; in the data active means activity change below about -25%
#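 ADP-Glo luminescence measures ADP made by human IP6K1 during a 2 h RT reaction with ATP/IP6 (mix at 1.3 mM/130 uM); top library doses 57.5 and 19.1 uM final.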
# GPT2 inhibitor: inhibitors of human GPT2 alanine aminotransferase. AID 1671188. Q8TD30. Recombinant GPT2, coupled pyruvate oxidase/HRP Amplex Red fluorescence. Potency, µM (series often up to 57.7 µM), for the others: at the highest dose activity change, negative = inhibition, hits mostly inhibitors. 0.25% of 100,000 active; further: potency means the concentration at half of the fitted maximal effect; nearly all actives have a fitted effect of over 60% in size; many of its hits are not listed in these tables
# Target sequence (Q8TD30 whole entry, looked up): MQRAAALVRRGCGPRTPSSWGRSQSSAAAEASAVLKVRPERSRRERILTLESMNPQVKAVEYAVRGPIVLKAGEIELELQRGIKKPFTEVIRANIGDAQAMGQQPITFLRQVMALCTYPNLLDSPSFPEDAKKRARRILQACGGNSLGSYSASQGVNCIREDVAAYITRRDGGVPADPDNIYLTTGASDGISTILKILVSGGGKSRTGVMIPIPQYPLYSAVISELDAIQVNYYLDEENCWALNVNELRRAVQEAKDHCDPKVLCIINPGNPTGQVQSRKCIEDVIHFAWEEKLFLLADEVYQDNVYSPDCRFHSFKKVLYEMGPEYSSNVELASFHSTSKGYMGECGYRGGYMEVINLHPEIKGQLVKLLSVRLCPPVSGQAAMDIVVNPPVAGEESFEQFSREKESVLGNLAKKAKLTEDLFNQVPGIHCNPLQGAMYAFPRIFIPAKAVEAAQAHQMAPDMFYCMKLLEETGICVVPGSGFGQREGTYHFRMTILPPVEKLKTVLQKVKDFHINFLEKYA
#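 Inhibition is scored from Amplex Red fluorescence generated when pyruvate oxidase and HRP act on pyruvate released by GPT2. Reactions contain 10ng/uL enzyme, 250uM a-KG and 2mM L-alanine and run 30 min at room temperature.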
# HEK293 viab: counter-screen for SNCA expression inhibitors: cell viability; HEK-293-SNCA-luc viability, GF-AFC fluorescence, 24 h; Potency, µM (top dose mostly 57.1 µM), inactives show at the top dose activity change, negative = cytotoxicity, actives largely listed as cytotoxic; 0.12% of 150,000 active;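 further: potency means the concentration at half of the fitted maximal effect; 0% = DMSO-treated cells and -100% = medium-only wells without cells; nearly all actives have a fitted effect of over 30% in size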
#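 Cytotoxicity counterscreen: after 24 h compound treatment of genome-edited SNCA-luciferase HEK-293 cells, live-cell protease substrate GF-AFC read by fluorescence after 30 min; activity scaled between DMSO (0%) and medium-only (-100%), curves Hill-fitted.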
# Active calls of the source: *; i = inactive; ? = inconclusive; · = not tested or not shown; [ ] = dose if it differs, or a comment. Unless noted, the call rests on the fitted dose curve; in most records, active means well fitted curve in the direction sought with a large enough effect; inconclusive means small, poorly fitted or top-dose-only effect, or another doubt; inactive means no such curve, though single readings can be large; an effect the other way counts as inactive or inconclusive. Unless noted, on the % scale 0 is the no-effect control and ±100 the full control effect.
SMILES,3T3 cytotox,HEK cytotox,SNCA expr inh,Luciferase inh,IP6K1 inhibitor,GPT2 inhibitor,HEK293 viab
CCn1cc(-c2ccncc2)cc1C(=O)NCc1ccc(SC)cc1,?,?,54.3%[activator],?,-2.8,i,-0.8%
CC(=O)N1C[C@@H]2CCCN3CCC[C@@H]([C@H]23)[C@H]1CCCC(=O)NCc1ccc(C)o1,-10.6%,2.2%,27.0%,-2.9%,9.0,i,2.5%
Cc1ccc(CNC(=O)N2CCc3c(nc4cc(-c5ccccc5Cl)[nH]n4c3=O)C2)cc1,?,-13.7%,?,?,22.6,i,6.2%
Cc1ccc(-c2nnc(SCC(=O)NC3CCCC3)nc2-c2ccc(C)cc2)cc1,·,·,-1.9%,·,11.7,·,3.9%
N#CC(=C(O)c1ccc(Cl)cc1Cl)c1nc2cc(Cl)ccc2c(=O)[nH]1,·,·,-0.8%,·,·,2.3%,1.4%
O=C(NCc1ccccc1F)C1CCc2nnc(C3CCN([S+](=O)([O-])c4ccccc4Cl)CC3)n21 (stereo unspecified),-24.6%,-13.9%,-7.1%,·,0.4,i,2.7%
O=c1[nH]nc2n1CCCCC2,-12.4%,-9.7%,34.3%[activator],-13.6%,-5.3,i,-8.3%
CC1=C(c2ccc(C)cc2)S(=O)(=O)NC1=NCc1cccc(F)c1,·,·,2.3%,·,13.2,·,2.6%
COc1ccc(-c2ncc3c(n2)OCCN(Cc2ccccc2)C3=O)cc1,?,?,85.3%[activator][87.6 µM],2.51µM*,-12.9,-3.3%[88.5 µM],-8.5%[87.6 µM]
CC(C)(Oc1ccc(CCNC(=O)c2ccc(Cl)cc2)cc1)C(=O)O,·,·,6.3%,·,-8.6,4.7%,-14.2%
O=C1NC2(CN([S+](=O)([O-])c3ccccc3)C2)Oc2ccccc21,-28.5%[138 µM],?,19.0%[87.6 µM],1.8%[172 µM],-2.4,i,8.3%[87.6 µM]
CC(=O)N1CCC(c2nc(-c3nnn4c3COC(c3ccc(Cl)cc3)C4)no2)CC1 (stereo unspecified),-22.4%,-27.4%,-6.9%,7.4%,-0.7,-2.5%,5.2%
COc1ccc(/C=C/C(=O)Nc2nc3n(n2)C(c2ccccc2)C=C(c2ccccc2)N3)cc1 (stereo unspecified),·,·,-9.0%,·,3.8,·,10.6%
c1ccc(CN2CCn3c(nnc3C3CCCNC3)C2)cc1 (stereo unspecified),-14.6%,-1.8%,-27.4%,-8.9%,6.2,i,-1.1%
O=C(CC1CNCCO1)NCc1nc(-c2cccc(F)c2)c(-c2ccccn2)[nH]1 (stereo unspecified),4.4%,?,26.2%,-0.1%,-19.9,-3.5%,-4.6%
CCNC(=O)c1ccc(-n2c(-c3ccccc3)cc3c2CCCCC3)cc1,·,·,2.1%,·,5.6,·,-29.5%
Cc1nn(C)c(C)c1C(C)NC(=O)c1ccc(CC2CCN(C(=O)C3CC3)CC2)cc1 (stereo unspecified),?,?,?,-0.7%,-3.8,i,8.3%
CCOCCCn1c(SCC(=O)Nc2ccc(F)cc2)nc2c(sc3ccccc32)c1=O,·,·,-5.1%,·,4.7,·,2.0%
CS(=O)(=O)NCCc1csc2nc(-c3ccccc3)nn12,·,·,11.8%,·,-8.1,·,-8.3%
CCc1noc(-c2cn(C3CCCN(C(=O)c4ccc(Cl)s4)C3)nn2)n1 (stereo unspecified),?,-29.1%,-12.0%,4.9%,0.0,2.2%,4.3%
CS(=O)(=O)N1CC2(CCN(C3COC3)C2)Cc2ccccc21 (stereo unspecified),-8.1%,-27.1%,-14.6%,·,-0.2,i,-5.2%
O=C1CC(c2ccccc2)N(C(=O)C2CC2)CCCN(C(=O)NCCc2ccccc2)CCN1 (stereo unspecified),-10.7%,i,-11.5%,-17.7%,10.2,-32.9%,2.1%
Cc1ccccc1C(=O)N1C(C(=O)NC2CC2)COC12CCN(C(=O)c1cccc(Cl)c1)CC2 (stereo unspecified),?,-22.5%,12.6%,-5.7%,2.4,i,7.0%
CC(C)CC(=O)N[C@H](C)c1c(-c2ccc(Cl)cc2)noc1C(=O)O,?,i,12.2%[87.6 µM],-10.1%[172 µM],0.0,-6.1%[88.5 µM],6.1%[87.6 µM]
O=C(NC1CCCCC1)C1CCc2sc(C(=O)N3CCCC3)cc2C1 (stereo unspecified),?,?,46.6%[activator],-2.0%,42.6,-13.5%,-0.5%

# Other compounds
SMILES,3T3 cytotox,HEK cytotox,SNCA expr inh,Luciferase inh,IP6K1 inhibitor,GPT2 inhibitor,HEK293 viab
CC1(C)CC(CC(=O)N[C@H](Cc2ccccc2)C2CC(O)C2)CC(C)(C)N1 (stereo partly specified),-7.2%,0.6%,-14.1%,0.0%,-16.9,2.0%,5.2%
COCCN1C(=O)CC[C@]2(C(=O)N(C)Cc3cccnc3)CCCC[C@@H]12,-11.3%,-15.7%,-9.2%,-9.3%,-8.4,2.5%,?
COc1ccc(F)cc1-c1cccc(C=O)c1,-16.4%[138 µM],-6.6%[172 µM],-0.6%[87.6 µM],·,-10.0,0.8%[88.5 µM],-4.0%[87.6 µM]
CCCOc1ccc(C2c3c(-c4c(C)cc(C)cc4O)n[nH]c3C(=O)N2CCO)cc1 (stereo unspecified),·,·,47.2%[activator],·,-11.9,·,5.1%
O=C(C1CCCN1C(=O)c1ccccc1)N1CCC(c2nc3ncccc3[nH]2)CC1 (stereo unspecified),-20.6%,-11.2%,24.8%,·,4.5,2.6%,3.4%
C=CCn1cc2c3c(cccc31)[C@H](CC(C)C)N[C@H](C(=O)NC1CCCC1)C2,31.6µM*,39.8µM*,?,5.0%[172 µM],-6.2,-1.1%[88.5 µM],-28.9%[87.6 µM]
Cc1ccc(N2CC(NC(=O)c3ccc(S(=O)(=O)N4CCCCC4)cc3)CC2=O)cc1 (stereo unspecified),·,·,-5.3%,·,3.0,·,1.4%
Cc1cc(C(=O)N2CCc3nnc([C@@H]4C[C@@H](O)CN4C)n3CC2)nn1C,0.0%,0.7%,7.5%,-1.1%,0.0,-2.7%,-6.9%
Cc1ccc(C(=O)N2CCn3c(nn(-c4ccc(Cl)cc4)c3=O)C2)cc1,-24.8%,-26.1%,?,·,19.1,-10.8%,1.3%
CN1CCCCC(CC(=O)O)C1=O (stereo unspecified),0.0%,2.1%,-5.9%,0.3%,6.6,-0.7%,3.1%
C=CCN1CC2(CCC1=O)CCN(C(=O)[C@H](N)Cc1ccccc1)CC2,-1.8%,i,-11.3%,7.5%,-7.6,i,-2.7%
N#CC1C(=O)Nc2scc(-c3ccc(-c4ccccc4O)cc3)c2C1=O (stereo unspecified),·,·,·,·,-23.1,i,-5.2%
COc1ccc(OC)c(S(=O)(=O)Nc2ccc3c(c2)n(C)c(=O)n3C)c1,·,·,28.8%,·,0.8,·,-0.1%
CC(C)c1nc2n(n1)CCN(C(=O)c1ccc(Cl)cc1)C2,i,i,-4.2%,·,-8.6,0.2%,6.5%
CC(=O)Nc1ccc(NS(=O)(=O)c2c(C(=O)N3CCC(C)CC3)c(C)n(C)c2C)cc1,·,·,0.0%,·,3.1,·,-19.1%
Clc1ccc(C2Cn3nnc(-c4noc(Cc5ccccc5Cl)n4)c3CO2)cc1 (stereo unspecified),-27.2%,?,-14.1%,-1.5%,14.3,-2.8%,2.7%
O=C(N[C@@H]1COCC[C@@H]1OCc1cscn1)c1ccc2c(c1)CCO2,0.4%,i,-14.5%,9.7%,-5.6,1.9%,-22.6%
Cc1cc(C)cc(NC(=O)CSc2c(C(C)C)cnc3c2c(=O)n(C)c(=O)n3C)c1,·,·,14.1%,·,7.2,·,-2.8%
Cc1cccc(-n2nc(-c3c(C)nc4scc(CC(=O)NC(C)C(C)C)n4c3=O)cc2C)c1C (stereo unspecified),-18.4%,?,21.8%,-1.0%,-5.1,-8.7%,3.3%
CC(=O)Nc1ccccc1-c1nc2ccccc2n(CC(=O)Nc2cccc(C)c2C)c1=O,·,·,13.7%,·,1.6,·,-2.6%
CC(=O)N1CCc2cc(S(=O)(=O)NC(CC(C)C)C(=O)Nc3ccc(C(C)C)cc3)ccc21 (stereo unspecified),·,·,34.4%[activator],·,6.9,·,-8.8%
CCCNC(=O)CN1C(=O)NC2(CCC(C(C)(C)C)CC2)C1=O (stereo unspecified),-5.9%,5.5%,34.6%[activator],-3.0%,-6.0,-5.8%,1.3%
CSc1ccc(-c2nc3cccc(C)n3c2Nc2ccc3c(c2)OCO3)cc1,·,·,35.3%[activator],·,-8.7,·,-14.5%
O=C(NCCc1ccccc1)NCC1CCC(=O)N(Cc2ccccc2)CC1 (stereo unspecified),-22.7%,-5.2%,6.7%,·,20.3,-2.4%,3.8%
OC1(CN2CCN(c3cnccn3)CC2)CNCCOC1 (stereo unspecified),-22.8%,-27.3%,10.7%,-7.0%,10.2,?,-7.2%

# Rewritten as tab-separated lines: 3 of the compounds above.
SMILES	3T3 cytotox	HEK cytotox	SNCA expr inh	Luciferase inh	IP6K1 inhibitor	GPT2 inhibitor	HEK293 viab
C=CCn1cc2c3c(cccc31)[C@H](CC(C)C)N[C@H](C(=O)NC1CCCC1)C2	31.6µM*	39.8µM*	?	5.0%[172 µM]	-6.2	-1.1%[88.5 µM]	-28.9%[87.6 µM]
Cc1ccc(C(=O)N2CCn3c(nn(-c4ccc(Cl)cc4)c3=O)C2)cc1	-24.8%	-26.1%	?	·	19.1	-10.8%	1.3%
OC1(CN2CCN(c3cnccn3)CC2)CNCCOC1 (stereo unspecified)	-22.8%	-27.3%	10.7%	-7.0%	10.2	?	-7.2%

# Additional structures
SMILES,3T3 cytotox,HEK cytotox,SNCA expr inh,Luciferase inh,IP6K1 inhibitor,GPT2 inhibitor,HEK293 viab
COc1ccccc1N1CCN(C(=O)c2cn[nH]c2-n2cnnn2)CC1=O,-3.7%,2.5%,-14.3%,7.0%,-10.2,-1.2%,0.3%
COc1cccc(N2CCN(S(=O)(=O)c3cn(C)c(C)n3)CC2)c1,·,·,-6.5%,·,-6.3,·,-8.7%
OC[C@H]1C[C@@H](NCc2ccc(F)cc2)[C@H](O)[C@@H]1O,-2.5%[174 µM],-0.2%[230 µM],44.1%[activator][87.6 µM],0.4%[230 µM],3.2,0.7%[88.5 µM],10.1%[87.6 µM]
Cc1nc(N(C)C)ncc1C(=O)N[C@@H]1CCOC[C@H]1Oc1ccccn1,-1.1%,4.1%,-23.1%,0.0%,-3.5,i,-3.1%
C#CCN(C)Cc1nc(C2(O)CCN(C(=O)COC)CC2)cs1,-5.7%[174 µM],-10.1%[172 µM],-22.3%[87.6 µM],4.2%[172 µM],18.9,-7.1%[88.5 µM],2.6%[87.6 µM]
O=C(NCc1ccncc1)C1CN(S(=O)(=O)c2cccc(Cl)c2)CC12CCOCC2 (stereo unspecified),-15.1%,-5.8%,13.5%,-6.6%,11.2,i,12.6%
Cc1ccc(C(=O)N2CCC(N3C(=O)CCC3C(=O)NCc3ccccc3)CC2)cc1 (stereo unspecified),i,i,-11.0%,2.8%,-5.6,i,6.6%
CCn1nccc1C(=O)N1CCN(Cc2ccc(=O)n(C)c2)CC1,-7.4%,-25.7%,?,-20.8%,-0.5,i,-0.7%

# Not all compounds are listed (hit frequency here may not be typical).
